Source: PubChem BioAssay
Y pestis TopoI: Y. pestis Topo-I inhibition via cleavage products. Y. pestis Topo-I cleavage product accumulation, plate reader. activity, % at 10 µM. 360,000 tested, 0.064% active; in the data active means activity above about 50%, passing the limit was not always enough; further: inactives centre near 2
TcdB GH inh: TcdB glycohydrolase inhibition; P18177; inhibition, % at 9.99 µM; 350,000 tested, 0.24% active; TcdB glycohydrolase enzymatic assay, plate reader; in the data active means inhibition above about 10%
3CLpro inhibitor: SARS-CoV 3CLpro protease inhibition | 290,000 tested, 0.14% active | inhibition, % at 6 µM | P0C6X7 | recombinant SARS-CoV 3CLpro, quenched FRET peptide cleavage; in the data active means inhibition above about 12%
PriA SSB inh: inhibitors of Klebsiella pneumoniae PriA binding to SSB C-terminal tail; 430,000 tested, 0.6% active; inhibition, % at 33 µM; AlphaScreen SSBct-PriA binding, biotinylated peptide; AID 1272365; in the data active means inhibition mostly above about 37%, no sharp cut-off; inactive means mostly below about 20%;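 further: plate controls were negative control peptide for no effect and reference peptide for full effect; strong numbers were not always called active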
MazF activator: MazEF (E. coli) toxin RNase activation | P0AE70 | FAM/BHQ RNA-DNA oligo cleavage fluorescence, 5 h | activation, % at 20 µM | 350,000 tested, 0.32% active; in the data active means activation above about 50%
PrPC surface inh: inhibitors of human cell surface prion protein PrPC; P04156; 370,000 tested, 0.43% active; TR-FRET read-out; inhibition, % at 13.8 µM; AID 720596; in the data active means inhibition above about 24%; further: 0% = median of the test wells and 100% = reference compound wells
CCHF vOTU inh: blocks the CCHF virus ovarian tumor domain protease | CCHFV vOTU protease, Pep-AMC fluorescence | inhibition, % at 11.5 µM | 370,000 tested, 0.55% active | AID 651958; in the data active means inhibition above about 30%; further: 0% = vehicle wells with enzyme and 100% = no enzyme wells
VHR inh abs: DUSP3 (human) phosphatase inhibition; P51452; recombinant VHR phosphatase, pNPP absorbance; inhibition, % at 13.3 µM; 290,000 tested, 0.52% active; AID 1654; in the data active means inhibition above about 50%; further: some compounds called inactive have numbers as strong as hits
Vc quorum ag: induces V. cholerae light production without autoinducers; V. cholerae BH1578 lux reporter, luminescence, 6 h; activation, % at 18.7 µM; 350,000 tested, 0.16% active; in the data active means activation mostly above about 9.7%, no sharp cut-off; further: not every result past the cut was called active; inactives centre near 0; reference of the scale not given here
Rv3671c protease: inhibitors of M. tuberculosis serine protease Rv3671c; P9WHR9; inhibition, % at 5.96 µM; 320,000 tested, 0.048% active; in the data active means inhibition above about 38%;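 further: extracellular domain of Rv3671c used as enzyme; 0% = enzyme with DMSO and 100% = no enzyme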
An asterisk follows results filed as active; i = inactive; nt = not tested or not shown; & = joins results of further samples.

Start of the data: the first six records (preview)
SMILES	Y pestis TopoI	TcdB GH inh	3CLpro inhibitor	PriA SSB inh	MazF activator	PrPC surface inh	CCHF vOTU inh	VHR inh abs	Vc quorum ag	Rv3671c protease
O=C(COc1ccccc1)n1nc(-c2ccc(Cl)cc2)nc1NCc1ccco1	2	nt	4	-17	-8	7	7	-5	-11	-2
CN(C)S(=O)(=O)n1cc(/C=C(\NC(=O)c2ccccc2Cl)C(=O)NCCCn2ccnc2)c2ccccc21	8	-2.2	-6	-11	4	-8	10	-9	-1.6	2
COc1ccccc1OCCCOc1ccc([N+](=O)[O-])cc1Cl	26	nt	3	-11	2	0	11	24	i	-7
Cn1nc(C(=O)Nc2nc3ccccc3[nH]2)ccc1=O	4	2.1	-5	2	4	2	13	-2	-0.2	2
COc1ccc(C(=S)N(C)C)cc1OC	3	nt	-2	-17	2	1	-7	16	i	3
CCOC(=O)N1CCN(CC(=O)Nc2ccc(F)c(F)c2)CC1	10	-7.2	0	-16	-12	-1	12	16	i	-4

This part in full, from the start:
SMILES	Y pestis TopoI	TcdB GH inh	3CLpro inhibitor	PriA SSB inh	MazF activator	PrPC surface inh	CCHF vOTU inh	VHR inh abs	Vc quorum ag	Rv3671c protease
O=C(COc1ccccc1)n1nc(-c2ccc(Cl)cc2)nc1NCc1ccco1	2	nt	4	-17	-8	7	7	-5	-11	-2
CN(C)S(=O)(=O)n1cc(/C=C(\NC(=O)c2ccccc2Cl)C(=O)NCCCn2ccnc2)c2ccccc21	8	-2.2	-6	-11	4	-8	10	-9	-1.6	2
COc1ccccc1OCCCOc1ccc([N+](=O)[O-])cc1Cl	26	nt	3	-11	2	0	11	24	i	-7
Cn1nc(C(=O)Nc2nc3ccccc3[nH]2)ccc1=O	4	2.1	-5	2	4	2	13	-2	-0.2	2
COc1ccc(C(=S)N(C)C)cc1OC	3	nt	-2	-17	2	1	-7	16	i	3
CCOC(=O)N1CCN(CC(=O)Nc2ccc(F)c(F)c2)CC1	10	-7.2	0	-16	-12	-1	12	16	i	-4
CN1CCN(c2ccc(NC(=O)c3ccc4ccccc4c3)cc2)CC1	-15	1.7	3	-5	16	-14	16	11	-0.9	4
CCOc1cccc(-c2c(C(=O)N/N=C(\C)c3cccs3)nnn2-c2nonc2N)c1	-14	0.8	7	nt	10	0	19	14	-0.4	0
COc1ccc(OC)c(NC(=O)Cc2coc3ccc(C)cc23)c1	7	nt	-1	11	12	8	2	7	i	-5
Cc1ccc(N(CC(=O)N(C)Cc2ccccc2)S(C)(=O)=O)cc1C	6	0.0	-4	-11	-1	-7	-11	23	i	-6
CCO/N=C(\C)c1c(O)cc(C(C)C)n(-c2ccccc2)c1=O	2	nt	4	nt	-8	-2	-5	-1	i	2
C=C1C(O)(c2ccccc2)C2CC[N+]1(C)CC2 (stereo unspecified)	1	nt	-4	3	-7	4	-3	20	8.3	6
COc1ccc(OCCCn2cc(/C=C3/C(=N)N4C=C(C)SC4=NC3=O)c3ccccc32)cc1	3	1.2	-3	5	0	4	0	9	-1.6	-10
Cc1cccc(NS(=O)(=O)c2ccc(C(=O)N3CCC3)cc2)c1C	-4	0.6	nt	2	5	1	-7	nt	i	-17
COc1ccccc1OCC(=O)Nc1ccc(S(=O)(=O)N2CCCCCC2)cc1	0	-0.5	-1	-1	-1	1	4	-15	-1.9	-17
C=CCSc1nc(C)c(CC(=O)OCC(C)C)c(=O)[nH]1	2	nt	2	0	15	-1	-3	15	i	13
CC(C)(C)CC(=O)Nc1nnc(SCC(=O)N2CCCCC2)s1	7	-6.3	3	-8	2	11	12	7	-0.3	-1
O=C(NCCOc1ccccc1)c1cc2ccccc2o1	-10	nt	-1	1	6	2	12	25	2.0	9
C/C(=N\Nc1cccc2cccnc12)c1ccc(C)cc1	-9	-6.8	1	nt	-1	-2	-1	13	-1.5	1
CC(C)CC(=O)NC(=S)Nc1ccc(F)cc1F	1	0.1	3	-12	3	-5	-7	-17	-0.3	4
O=c1oc2ccccc2c2c1cnc1ccccc12	-2	0.5	nt	6	9	9	11	nt	-1.5	nt
Cc1c(CNCCC2=CCCCC2)c(C(=O)O)c(C)n1Cc1ccccc1	7	1.3	6	1	-1	-3	7	-2	-0.4	7
CCOc1ccc(OCC)c(-c2c(=O)n(OCc3ccc(Cl)cc3)c3ccccc3[n+]2[O-])c1	3	nt	4	11	-10	1	9	40	i	0
CCOc1ccc(NC(=S)N2CCc3cc(OC)c(OC)cc3C2COc2ccc3c(C)cc(=O)oc3c2)cc1 (stereo unspecified)	23	nt	-6	-8	-28	4	-22	-20	-0.4	-30
O=C(Cc1ccccc1)NN1CCCCC1	2	-0.8	-7	7	8	-3	-14	36	-0.7	-3
New compounds follow
SMILES	Y pestis TopoI	TcdB GH inh	3CLpro inhibitor	PriA SSB inh	MazF activator	PrPC surface inh	CCHF vOTU inh	VHR inh abs	Vc quorum ag	Rv3671c protease
CCc1ccc(OCc2nnc(SCC(=O)Nc3cccc(C(=O)N4CCOCC4)c3)o2)cc1	28	-0.5	-1	-9	2	5	-1	-17	i	-9
CCOC(=O)c1ccc(NC2c3ccccc3C(=O)N2c2ccc(C)cn2)cc1 (stereo unspecified)	6	1.3	-4	-1	0	7	-8	29	-0.3	4
O=S(=O)(NCc1ccc(F)cc1)c1ccc(-c2cnc(C3CC3)o2)cc1	15	1.4	0	-9	4	13	14	48	-0.3	-7
Cc1[nH]nc(N=CC2=C(O)CC(C)(C)CC2=O)c1-c1ccc(Cl)cc1	-6&4	1.4	1	-8&-2	2&1	-3&-4	13&-9	16	0.1&-1.4	6
COc1ccc(S(=O)(=O)NCCC(=O)NCc2ccccc2)cc1	-2	nt	-4	-8	2	3	3	22	-0.2	3
COc1ccccc1C(CCN(Cc1cccs1)C(C)=O)c1ccco1 (stereo unspecified)	8	nt	3	0	-9	-6	11	34	i	-1
Cn1c(CC2Sc3ccccc3NC2=O)nnc1SCC(=O)c1ccc(Cl)cc1 (stereo unspecified)	13	1.9	-3	-10	-1	11	-9	-7	-0.3	0
CC(C)c1ccc(N2C(=O)/C(=C/N(C)C)SC2=S)cc1	-1	0.9	0	6	-21	-17	-4	-3	-0.4	16
CCC(=O)NCCc1nc2ccccc2[nH]1	-6	0.0	-5	-5	4	7	-1	-12	-1.8	-5
CCn1c(CC(=O)Nc2ccc(C)cc2)nnc1SCC(=O)NCc1ccccc1	-13	nt	-3	-17	1	2	13	-9	-0.3	-7
CN(C)C(=O)c1c(-c2ccccc2)oc2ccc(O)cc12	-2	nt	-3	-13	-7	-4	-16	-2	-3.6	-2
Cc1nc(SCc2ccccc2)c2ccsc2n1	1	1.0	1	-29	-7	-4	-7	29	i	-3
O=C(NCC1CCCN1S(=O)(=O)c1cccs1)c1cccc(Cl)c1 (stereo unspecified)	13	2.3	nt	0	-3	1	1	nt	-0.7	2
CCCn1c(=O)n(N)c2ccccc21	-4	-4.9	-3	-6	1	4	-1	-11	-0.3	-18
CC1=Nc2ccc(C)c3nc(C)cc(c23)N1c1ccc(C)cc1	9	nt	1	-19	-2	-8	-27	nt	0.9	4
COc1cccc2c1O/C(=N\O)C(C(=O)Nc1cccc(C)c1C)C2 (stereo unspecified)	-2	0.4	-1	nt	12	-9	10	-9	-15	nt
CCOc1ccc(C(=O)C[n+]2ccccc2C)cc1	-3	nt	0	-4	4	0	10	8	i	-3
Cc1c(NC(=S)NC(NC(=O)C(C)(C)C)C(Cl)(Cl)Cl)c(=O)n(-c2ccccc2)n1C (stereo unspecified)	-4	-0.7	3	-1&-2	-3	0	7	26	-0.6	7
C/C(=N/NC(=O)Cc1ccccc1)c1ccc(C)s1	5	0.2	0	nt	1	-2	-8	2	3.1	-1
CSc1nc(N2CCCC2)c2c(c1C#N)CC(C)(C)OC2	4	nt	-1	-9	5	-6	-3	-28	-1.6	0
CC1SC(=Nc2ccccc2)N(S(=O)(=O)c2ccccc2)C1=O (stereo unspecified)	15	1.1	6	1	0	1	-15	-13	-0.2	-8
CC(=O)N1CCN(c2ccccc2NC(=O)c2ccc(Br)o2)CC1	14	-0.7	-8	-8	1	2	2	5	i	4
COC(=O)C1(C(F)(F)F)C2C=CC(C2)N1S(=O)(=O)c1ccc(C)cc1 (stereo unspecified)	-5	-2.2	-3	2	3	-2	2	30	-0.1	-5
CCc1nc(CNC(=O)C2CCC(=O)N(CCc3ccc(OC)cc3)C2)cs1 (stereo unspecified)	7	-0.7	-3	-3	2	-4	-8	22	i	3
O=C1CC(c2ccc3c(c2)OCO3)Sc2nc3ccccc3n21 (stereo unspecified)	33	nt	-6	-18	2	2	-9	3	-1.2	9
Other results:
SMILES	Y pestis TopoI	TcdB GH inh	3CLpro inhibitor	PriA SSB inh	MazF activator	PrPC surface inh	CCHF vOTU inh	VHR inh abs	Vc quorum ag	Rv3671c protease
CCOC(=O)C1CCN(S(=O)(=O)c2ccc(C)cc2)CC1	-1	-0.3	-1	-9	-8	-3	-4	24	12	-1
O=c1[nH]c(SCc2ccccc2[N+](=O)[O-])nc2nc[nH]c12	4	1.0	-2	-7	2	1	6	31	-0.5	-9
O=C(c1cn(-c2ccccc2)nc1-c1cccs1)N(CCO)Cc1ccccc1	36	nt	1	-6	-9	13	5	37	7.7	2
CCOc1ccc2c(c1)n([O-])c1c([n+]2=O)CCCC1	-5	nt	0	2	9	-6	-1	7	4.2	nt
COC(=O)c1c(NC(=O)c2nc3ccccc3s2)sc2c1CC(C)(C)NC2(C)C	5	1.4	2	-11	53*	8	1	16	-0.2	0
COc1ccc(NC(=O)CN(C)C(=O)c2cn(-c3ccccc3)nc2-c2ccc(F)cc2)cc1	6	0.0	nt	9	0	-1	5	nt	0.4	-12
Cc1c(NC(=O)COC(=O)c2ccccc2Cl)c(=O)n(-c2ccccc2)n1C	4	-0.1	0	-11	4	-3	-12	3	-1.1	7
CCCCNC(=O)C(=O)N/N=C/c1ccc(OCC(=O)Nc2cccc(OC)c2)c(OC)c1	24	0.5	-1	nt	-13	7	-6	12	i	-12
O=C1c2ccccc2[C@@H]2C[C@@H](O)[C@H](Nc3ccccc3-c3ccccc3)CCN12	16	0.3	nt	7	-4	1	-1	nt	-3.1	nt
CCCN(CCC)Cc1cc(=O)oc2cc3c(cc12)CCC3	0	1.6	-2	-4	-2	-4	-2	5	-0.4	-1
CC[C@@]1(C(=O)OC)N[C@H](CN(C)C(=O)COc2ccccc2)[C@@H]2C(=O)N(Cc3ccccc3)C(=O)[C@@H]21	9	-0.4	nt	-13	-12	-2	0	nt	i	7
COc1ccc(CCn2c(C)cc(C(=O)CSc3nc(N)cc(=O)[nH]3)c2C)cc1	11	nt	1	13	8	2	-17	5	-3.3	-17
c1ccc(CCN2CCN=C2Nc2ccccc2)cc1	3	0.5	-1	-14	7	-4	-7	13	i	-13
CN(C)S(=O)(=O)N1CCN(CC(O)COc2ccc3cc(Br)ccc3c2)CC1 (stereo unspecified)	15	nt	0	-20&-12&-5	3	-20	5	18	i	0
Cc1cc(C(=O)Nc2ccccc2C)n(-c2ccccc2)n1	5	-2.4	-2	-8	-1	2	-6	7	-1.4	1
COc1ccc(OC)c(CN2CCN(C(=O)c3cc(S(=O)(=O)N4CCOCC4)ccc3C)CC2)c1	nt	0.8	nt	7	4	1	-9	nt	nt	nt
CCn1c(SCC(=O)Nc2sc3c(c2C#N)CCC(C(C)(C)C)C3)nnc1-c1ccco1 (stereo unspecified)	-3	nt	-4	-7	-19	-3	2	1	i	-13
COCc1cc(C)nc(OCC(=O)N/N=C/c2ccc(C)o2)c1C#N	-3	0.0	-3	nt	-3	-1	15	6	i	4
Cc1ccccc1CC1(CO)CCCN(Cc2ccc(C#CC(C)(C)O)cc2)C1 (stereo unspecified)	15	0.4	0	1	-16	-7	-6	9	-0.3	-3
CCCCOC(=O)Cn1cnc2ccc(Br)cc2c1=O	5	nt	1	-21	1	8	4	10	i	5
COc1ccc(-c2nn(-c3ccccc3)cc2/C=C(/C#N)C(N)=O)cc1[N+](=O)[O-]	10	nt	0	-8	4	-3	6	1	3.4	-11
O=C(O)c1ccccc1N/N=C\c1ccnc2ccccc12	-11	nt	1	nt	6	-7	17	19	i	-10
CCN1CCN(Cc2c(O)ccc3c(=O)c(-c4ccccc4OC)coc23)CC1	-1	nt	-5	-8	-3	7	-82	27	i	6

This is a subset, so the mix of outcomes need not match the whole.
